HePTP inh: inhibitors of human HePTP phosphatase, primary screen, biochemical, absorbance, leukemia target; Tyrosine-protein phosphatase non-receptor type 7 (Homo sapiens), P35236; recombinant HePTP phosphatase activity, OD absorbance; inhibition, % at 20 µM; 0.64% of 110,000 active; AID 521, 2006; in the data active = inhibition above about 50%;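 also: plate controls were vehicle for no effect and reference inhibitor for full effect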
Target sequence (P35236 whole entry, looked up): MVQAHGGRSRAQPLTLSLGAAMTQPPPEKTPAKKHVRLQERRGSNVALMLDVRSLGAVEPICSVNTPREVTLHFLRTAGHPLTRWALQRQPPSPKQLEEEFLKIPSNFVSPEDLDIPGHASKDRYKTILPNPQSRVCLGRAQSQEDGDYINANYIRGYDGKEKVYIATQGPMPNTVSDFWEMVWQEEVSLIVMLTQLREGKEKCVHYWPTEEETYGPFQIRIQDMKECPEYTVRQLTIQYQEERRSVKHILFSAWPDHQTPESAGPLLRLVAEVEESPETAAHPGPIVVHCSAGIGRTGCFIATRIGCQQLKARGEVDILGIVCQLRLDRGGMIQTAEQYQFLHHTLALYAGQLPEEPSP
BAP1 block: inhibitors of BAP1 deubiquitinase, primary screen, biochemical, Ub-AMC fluorescence, kinetic. Ubiquitin carboxyl-terminal hydrolase BAP1 (Homo sapiens), Q92560. recombinant BAP1, Ub-AMC hydrolysis fluorescence kinetic; active compounds read low. activity remaining (% of control), % at 20 µM. 0.48% of 72,000 active;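 active = activity remaining at or below 50% of control, provided the compound also passes the data quality filters; inactive = the rest, including low values that fail the filters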;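 also: 100% = DMSO wells rate and 0% = substrate alone blank rate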
Numbers without * were called inactive; . = not tested or not shown; & = joins results of further samples.

1	CC(=O)N(c1ccccc1)C1CC(C)Nc2ccccc21 (stereo not drawn)
2	O=C(CCn1cccc1)N1CCc2ccccc21
3	CCOC(=O)c1cc(C)n(Cc2ccccc2)c1C
4	O=C(Nc1cccc(Cl)c1Cl)C1CCN(c2ncccn2)CC1
5	Cc1ccc(C2=N/C(=C\c3ccccc3)C(=O)O2)cc1
6	Cc1ccc(C(C)C)c(OCCN)c1
7	Cc1cc(NC(=O)c2noc3c2CCc2ccccc2-3)n(-c2ccccc2)n1
8	CC(=O)Nc1ccc(S(=O)(=O)N(c2ccccc2F)S(=O)(=O)c2ccc(NC(C)=O)cc2)cc1

assay / entry,1,2,3,4,5,6,7,8
HePTP inh,2.2,2.2,2.9,3.5,7.4,7.0&5.3,-3.5,8.2
BAP1 block,.,104.6,85.6,96.8,.,119.1,91.0,.

9	CCCCNCCCCCCOc1ccccc1C(C)(C)C
10	CCOc1ccc(N2C(=O)CC(N3CCC(O)CC3)C2=O)cc1 (stereo not drawn)
11	Cc1ccc2[nH]c(=O)c3cc(C(=O)N(C)Cc4ccco4)sc3c2c1
12	CC(OC(=O)c1cccs1)C(=O)NCc1ccccc1 (stereo not drawn)
13	COc1ccc(NC(=O)c2ccc(OC)cc2)cc1
14	O=C(O)c1cn[nH]c1-n1cnnn1
15	Oc1c(/C=N/Nc2cccc3cccnc23)sc2ccccc12
16	Cc1ccc(OCC(=O)NCCO)cc1C

assay / entry,9,10,11,12,13,14,15,16
HePTP inh,10.0,-6.8,-0.2,-1.3,9.5,1.2,-1.5,2.1
BAP1 block,.,.,121.7,91.9,102.4,100.0,.,.

Whole records, quoted from the list. Screens in order: HePTP inh, BAP1 block
O=C(CCn1cccc1)N1CCc2ccccc21 as listed: 2.2, 104.6
CCCCNCCCCCCOc1ccccc1C(C)(C)C as listed: 10.0, .
Cc1cc(NC(=O)c2noc3c2CCc2ccccc2-3)n(-c2ccccc2)n1 as listed: -3.5, 91.0
O=C(O)c1cn[nH]c1-n1cnnn1 as listed: 1.2, 100.0

Next section:
17	CCCCSCC(O)COC(C)C (stereo not drawn)
18	Cc1ccc(C(=O)NCc2nnc(SCC(=O)Nc3sc4c(c3C#N)CCCC4)n2C)cc1
19	COc1ccc(S(=O)(=O)N2CCC(C(=O)N3CCc4ccccc4C3)CC2)cc1OC
20	CN(c1ccc(C(=O)NCCSCc2cccc(Cl)c2)cc1)S(=O)(=O)c1ccccc1
21	CCCCN(C)C(=O)C1CCN(Cc2ccccn2)CC1
22	O=C(CN(Cc1ccccc1)S(=O)(=O)c1ccccc1)Nc1ccc(Br)cc1
23	Cn1c(=O)[nH]c(=O)c2c1nc(OC(=O)c1ccccc1)n2CC(O)COc1ccccc1 (stereo not drawn)
24	COc1cccc(NC(=O)NC2(C(F)(F)F)Oc3ccccc3O2)c1

assay / entry,17,18,19,20,21,22,23,24
HePTP inh,-7.8,6.2,-1.7,1.2,-2.3,6.5,-0.3,-3.6
BAP1 block,.,97.8,96.9,.,91.0,.,102.8,57.0

25	O=C(CN1CCN(Cc2ccccc2)CC1)NCC1COc2ccccc2O1 (stereo not drawn)
26	NC1=NC(=O)/C(=C\c2ccc(-c3cccc(C(=O)O)c3)o2)S1
27	COC(=O)CN(C#N)c1nc(NC(C)C)nc(NC(C)C)n1
28	O=S(=O)(Nc1ccccn1)c1ccc(Cl)cc1
29	CCn1cc(C(=O)NCC2CCCO2)c(=O)c2cc(S(=O)(=O)N3CCCCCC3)ccc21 (stereo not drawn)
30	Cc1oc(-c2ccc3c(c2)OCCO3)cc1C(=O)NC(CCC(=O)O)C(=O)O (stereo not drawn)
31	O=C(COC(=O)c1ccc(S(=O)(=O)N2CCOCC2)cc1)NC1CCCC1
32	CCCc1ccc(Oc2cn[nH]c2-c2ccc(O)c(C)c2O)cc1

assay / entry,25,26,27,28,29,30,31,32
HePTP inh,1.9,-5.1,8.1,10.5,-4.5,8.5,0.4,-2.9
BAP1 block,87.0,.,.,87.1,84.9,82.0,102.4,39.1*

33	COc1ccc(C(=O)Nc2ccc3c(c2)Cc2ccccc2-3)cc1
34	COc1cc(NC(=O)C2C3C=CC(C3)C2C(=O)O)c(OC)cc1Cl (stereo not drawn)
35	CCCCC(=O)Nc1ccc(C(=O)N2CCCC(C(=O)OCC)C2)cc1 (stereo not drawn)
36	COc1cc(NS(=O)(=O)c2ccc(NC(=O)c3ccc(C)o3)cc2)nc(OC)n1
37	CSC1=C(C#N)C(C)C2=C(CC(C)(C)CC2=O)N1 (stereo not drawn)
38	Cc1cccc2cc(CN(CCCO)C(=O)Nc3ccc(Cl)cc3)c(=O)[nH]c12
39	COc1cc(C(=O)Nc2cccc(-c3nncn3C)c2)cc(OC)c1OC
40	C=CCN(C(=O)Nc1ccc(Cl)cc1)C1CC(=O)N(c2ccc(OC)cc2)C1=O (stereo not drawn)

assay / entry,33,34,35,36,37,38,39,40
HePTP inh,7.2,5.3,8.3,-1.0,1.4,12.4,-0.5,0.7
BAP1 block,.,94.0,109.2,110.4,93.1,98.9,95.1,97.7

41	O=C1c2ccccc2C(=O)N1CCCCN1CCN(CCCCN2C(=O)c3ccccc3C2=O)CC1
42	Cc1ccc2cc(CN(Cc3cccs3)Cc3nnnn3C(C)(C)C)c3nnnn3c2c1
43	Cc1nnc2sc(-c3cccc(NC(=O)c4cccnc4)c3)nn12
44	CCN1C(=O)/C(=C/c2ccc(-c3ccccc3[N+](=O)[O-])o2)SC1=S
45	O=C(CCSc1nc(-c2ccco2)cc(C(F)(F)F)n1)N1CCCc2ccccc21
46	Cc1ccc(C2C3=C(CCCC3=O)NC3=C2C(=O)c2ccccc23)cc1 (stereo not drawn)
47	COc1ccccc1CNC(=O)COc1ccc(Cl)cc1Br
48	O=C(CN1CCCCC1)Nc1ccccc1I

assay / entry,41,42,43,44,45,46,47,48
HePTP inh,9.6,-3.4,-7.8,-6.9,4.4,.,-1.0,5.4
BAP1 block,92.4,79.2,114.5,.,77.3,101.1,.,.

In the list so far, 4 have a COOH group.
14	O=C(O)c1cn[nH]c1-n1cnnn1
26	NC1=NC(=O)/C(=C\c2ccc(-c3cccc(C(=O)O)c3)o2)S1
30	Cc1oc(-c2ccc3c(c2)OCCO3)cc1C(=O)NC(CCC(=O)O)C(=O)O (stereo not drawn)
34	COc1cc(NC(=O)C2C3C=CC(C3)C2C(=O)O)c(OC)cc1Cl (stereo not drawn)

assay / entry,14,26,30,34
HePTP inh,1.2,-5.1,8.5,5.3
BAP1 block,100.0,.,82.0,94.0

Later entries.
49	COC(=O)[C@H](CC(C)C)NC(=O)Nc1ccc2c(c1)OCCO2
50	CCN(CC)CCC(=O)N1c2ccccc2Sc2ccc(NC(=O)OC)cc21
51	CCn1c(SCC(=O)N2CCc3ccccc32)nc2c(c1=O)SC(C)C2 (stereo not drawn)
52	CCN1C(=O)c2cccc3c(S(=O)(=O)Nc4c(C)n(C)n(-c5ccccc5)c4=O)ccc1c23
53	O=C(c1nn2c(C(F)(F)F)cc(-c3ccccc3)nc2c1Cl)N1CCOCC1
54	Cc1cc(C)nc(N2CCN(c3nc(C)cc(C)n3)CC2)n1
55	CCC(=O)Nc1ccc(Cl)c(NC(=O)c2ccc(Br)o2)c1
56	O=C(CN1C(=O)C2CC=C(Cl)CC2C1=O)N1CCOCC1 (stereo not drawn)

assay / entry,49,50,51,52,53,54,55,56
HePTP inh,4.4,4.8,-5.4,6.8,7.3,5.6,6.2,4.3
BAP1 block,82.8,.,96.0,108.7,86.4,111.3,73.9,.

57	CCOC(=O)/C=C1\NC(C)(C)Cc2cc(OC)c(O)cc21
58	Cc1ccc(C(=O)/C=C/c2ccc(-c3ccccc3Br)o2)cc1
59	Cc1ccc(-n2c(SCC(=O)NCc3ccco3)nc3nc4c(cc3c2=O)COC(C)(C)C4)cc1
60	Cc1ccccc1OCC(=O)Nc1ccc(O)c(-c2nc3ccccc3s2)c1
61	CC(C)CCn1c2ccccc2c2cc(CC(N)=O)ccc21
62	CC(C)(CO)NC(=O)COc1ccc(Cl)cc1Cl
63	O=S1(=O)N=C(Oc2ccc(Cl)cc2)c2ccccc21
64	O=C1CC(c2ccccc2)CC2=C1C(c1ccc(-c3ccccc3)cc1)Nc1ccccc1N2 (stereo not drawn)

assay / entry,57,58,59,60,61,62,63,64
HePTP inh,2.4,6.2,8.1,-13.0,-6.4,6.2,9.3,6.5
BAP1 block,98.2,.,76.7,.,.,.,.,.

65	O=C(NC(=S)Nc1ccc2ccccc2c1)c1ccccc1Cl
66	O=C(Nc1ccc2c(c1)oc1ccccc12)N1CCOCC1
67	Nc1ccc(C(=O)c2ccccc2C(=O)O)cc1Cl
68	COC(=O)C1=C(C)NC(=O)NC1c1ccc(OCC(=O)N2CCCCC2)cc1 (stereo not drawn)
69	CC(C)Cc1cc(C(=O)NCCc2ccccc2)no1
70	N#CC1=C(N)n2c(s/c(=C\c3ccco3)c2=O)=C(C#N)C1c1ccco1 (stereo not drawn)
71	O=C(c1ccco1)N1CCN(Cc2nnnn2CCc2ccccc2)CC1
72	CC(=O)NC1=NC(=O)/C(=C\c2cn(C)c3ccccc23)S1

assay / entry,65,66,67,68,69,70,71,72
HePTP inh,4.3,3.5,6.4,10.2,7.8,22.7,4.2,0.5
BAP1 block,.,104.6,80.6,86.0,98.8,81.5,92.6,.

73	CC1CN(C(=O)c2cc3c(s2)CCC3)CC(C)O1 (stereo not drawn)
74	CCOC(=O)c1c(C)oc2cc(Br)c(OCc3ccccc3Cl)cc12
75	COc1cc2c(C)[nH]c(=O)c(CC(=O)Nc3ccccc3)c2cc1OC
76	Cn1nc(C(=O)NCc2ccc(F)cc2)c2ccccc2c1=O
77	CC(C)CC(NC(=O)C1CCCCC1)C(=O)NCc1ccccn1 (stereo not drawn)
78	COc1cc(/C=C2/C(=O)NC(=O)N(c3ccc(C(C)C)cc3)C2=O)ccc1O
79	COc1ccccc1NC(=O)/C=C/c1ccc(C)o1
80	CC(COc1ccc(/C=C/c2ccccc2)cc1)[N+](C)(C)C (stereo not drawn)

assay / entry,73,74,75,76,77,78,79,80
HePTP inh,0.4,.,-6.6,5.1,-0.2,3.3,-6.3,.
BAP1 block,104.0,170.1,.,109.8,.,.,.,95.6

81	CC(C)(C)OC(=O)NCCCC(CCCNC(=O)OC(C)(C)C)C(=O)O
82	O=C1NC(=S)NC(=O)C1=Cc1cc(Cl)c(O)c(Cl)c1
83	COc1cc(NC(=O)c2ccc(Cl)cc2Cl)ccc1NC(=O)c1ccco1
84	O=C(Nc1ccccc1C(=O)N1CCCC1)c1cccc(S(=O)(=O)N2CCCCC2)c1
85	FC(F)(F)c1ccc(CN2CCN(Cc3ccco3)CC2)cc1
86	CCOc1ccc(NC(=S)NC(=O)COc2ccccc2)cc1
87	COc1ccc(OC)c(N(CC(=O)O)S(C)(=O)=O)c1
88	Cn1cccc1C(=O)c1ccc(Cl)cc1Cl

assay / entry,81,82,83,84,85,86,87,88
HePTP inh,3.0,22.3,-9.7,2.3,8.0,0.7,5.9,9.5
BAP1 block,.,.,.,114.2,.,.,.,93.1

89	CN1CCN(c2ccc(/C=C3\NC(=S)NC3=O)cc2[N+](=O)[O-])CC1
90	COc1cccc(NC(=O)C2CCCN2C(=O)Nc2ccccc2F)c1 (stereo not drawn)
91	O=S(=O)(Cc1ccccc1)N1CCN(C2Cc3ccccc3C2)CC1
92	Cc1ccc2cc3cc(C(=O)NCCCN4CCc5ccccc5C4)oc3nc2c1
93	CCOCCCNC(=O)c1cc2c(=O)n3cccc(C)c3nc2n1C
94	O=C(Nc1ccc(Cl)c(Cl)c1)OCc1cccnc1
95	CC(=O)C1C(c2cn(-c3ccccc3)nc2-c2cccs2)NC(=O)NC1(O)C(F)(F)F (stereo not drawn)
96	O=C(CN(CCCN1CCOCC1)C(=O)Cn1nnc(-c2ccc(F)cc2)n1)NC1CCCCC1

assay / entry,89,90,91,92,93,94,95,96
HePTP inh,9.8,9.3,-2.3,8.6,0.4,11.4,9.6,4.3
BAP1 block,.,79.6,58.5,.,.,.,85.7,100.8

97	C=CCn1c(SCC(=O)Nc2ccc3c(c2)OCCO3)nnc1-c1ccco1
98	O=C1CN(C(=O)CSc2nnnn2-c2ccc(Cl)cc2)c2ccccc2N1
99	Cc1ccc(OCC(=O)O/N=C(\N)c2ccncc2)c(C)c1
100	OCCN(CCO)c1nc2ccccc2[nH]1
101	O=C(Cn1nc(-c2ccccc2)ccc1=O)NCC1COCCO1 (stereo not drawn)
102	O=C(CN1CCC(n2nnc3cc(C(F)(F)F)ccc32)CC1)N1CCc2ccccc21
103	O=S(=O)(c1ccc(N2CCCC2)cc1)C(F)(F)F
104	CCc1cc2c(C)c(CC)c(=O)oc2cc1O

assay / entry,97,98,99,100,101,102,103,104
HePTP inh,7.1,16.0,-1.4,-7.5,3.9,-1.4,-7.1,1.2
BAP1 block,102.8,97.8,.,.,101.1,104.1,103.7,.

Screening results from PubChem.
